PhoP GFP inhibition: Inhibition of PhoP regulon, Salmonella typhi GFP reporter cells, confirmation, 4 h (AID 1850); Salmonella Typhi PhoP-promoter GFP reporter, fluorescence, 4 h; higher % means a stronger effect; inhibition, % at 50 µM, or IC50 in µM where a hit was titrated; hit rate 0.33% among 310,000; in the data active = a potency from the dose series; inconclusive = inhibition mostly from about 25% at the one dose, without a potency; inactive = the rest, 99 in 100 with inhibition below about 19%;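 note: 0% = induced wells with vehicle and 100% = uninduced wells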
M. tuberculosis HTS: M. tuberculosis growth inhibition, HTS (AID 449762); M. tuberculosis H37Rv growth inhibition, 7H9 media; higher % means a stronger effect; inhibition, % at 25 µM, or IC50 in µM where a hit was titrated; hit rate 0.59% among 330,000; in the data active = a potency from the dose series; inconclusive = inhibition above about 70% without an active follow-up result;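 note: bacterial growth assessed after seven days of incubation; strong numbers were not always called active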
VEEV TC-83 Vero: inhibitors of VEEV TC-83 cytopathic effect, confirmation, Vero cells (AID 588727). Vero cells, VEEV TC-83 cytopathic effect inhibition; higher % means a stronger effect. hit rate 0.13% among 350,000. inhibition, % at 20 µM; hits with a dose series show IC50 in µM; in the data active = a potency from the dose series; inconclusive = inhibition mostly from about 14% at the one dose, without a potency; inactive = the rest, 99 in 100 with inhibition below about 12%; note: strong numbers were not always called active
influenza NS1A: NS1A inhibition, H1N1 influenza, cell based functional assay (AID 504329) | NS1A functional cell-based assay, percent inhibition; higher % means a stronger effect | hit rate 0.3% among 340,000 | inhibition, % at 12.5 µM, or IC50 in µM where a hit was titrated; in the data active = a potency from the dose series; inconclusive = inhibition above about 27% without an active follow-up result; note: strong numbers were not always called active
M. tuberculosis: growth inhibition of non-replicating M. tuberculosis (AID 488890). Mycobacterium tuberculosis non-replicating, growth inhibition; higher % means a stronger effect. one-dose inhibition, % at 25 µM; IC50 in µM for titrated hits. hit rate 0.39% among 320,000; in the data active = a potency from the dose series; inconclusive = inhibition mostly from about 82% at the one dose, without a potency; inactive = the rest, 99 in 100 with inhibition below about 76%;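 note: plate controls were DMSO cells for no effect and high antibiotic wells for full effect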
VEEV TC-83 Vero 10K pilot screen: recorded beside VEEV TC-83 Vero, whose call it bears; inhibition, %; measured here: 10K pilot screen inhibition
* = called active by the depositor; i = inactive; ? = inconclusive; · = no result given; & = joins results of further samples. An unsorted share of the library (roughly 1.6% active in at least one column).

The opening four compounds as a preview:
SMILES	PhoP GFP inhibition	M. tuberculosis HTS	VEEV TC-83 Vero	influenza NS1A	M. tuberculosis	others
O=C(Nc1ccc(Cl)c(Cl)c1)OCc1cccnc1	-6%	57%	2.3%	-14%	27%	VEEV TC-83 Vero 10K pilot screen=1.6
CC(=O)C1C(c2cn(-c3ccccc3)nc2-c2cccs2)NC(=O)NC1(O)C(F)(F)F (stereo not drawn)	-1%	-2%	1.3%	-2%	-17%
C#CCNCCS(=O)(=O)N(Cc1ccc(Br)cc1)[C@@H](CC(C)C)C(=O)O	·	·	i	-12%	·
COc1cc(NC(=O)c2ccccc2)c(OC)cc1NC(=O)Cc1ccc(F)cc1	-8%	8%	2.6%	-4%	27%

The listing, previewed entries included:
SMILES	PhoP GFP inhibition	M. tuberculosis HTS	VEEV TC-83 Vero	influenza NS1A	M. tuberculosis	others
O=C(Nc1ccc(Cl)c(Cl)c1)OCc1cccnc1	-6%	57%	2.3%	-14%	27%	VEEV TC-83 Vero 10K pilot screen=1.6
CC(=O)C1C(c2cn(-c3ccccc3)nc2-c2cccs2)NC(=O)NC1(O)C(F)(F)F (stereo not drawn)	-1%	-2%	1.3%	-2%	-17%
C#CCNCCS(=O)(=O)N(Cc1ccc(Br)cc1)[C@@H](CC(C)C)C(=O)O	·	·	i	-12%	·
COc1cc(NC(=O)c2ccccc2)c(OC)cc1NC(=O)Cc1ccc(F)cc1	-8%	8%	2.6%	-4%	27%
COc1cccc(NC(=O)C2CCCN2C(=O)Nc2ccccc2F)c1 (stereo not drawn)	-5%	-16%	1.2%	-9%	0%
CC(Oc1ccc(Cl)cc1Cl)C(=O)NNC(=O)c1cccnc1 (stereo not drawn)	10%	3%	2.6%	4%	-22%
O=[N+]([O-])c1ccccc1S(=O)(=O)NC1CC2CCC1C2 (stereo not drawn)	4%	3%	i	-4%	9%
Cc1ccc(-n2c(SCC(=O)N3CCCc4ccccc43)nnc2-c2cccnc2)c(C)c1	7%	1%	0.8%	1%	-7%
CC1CC1c1ccc(/C=C(\C#N)C(=O)Nc2ccc(Cl)cc2)o1 (stereo not drawn)	-2%	?	2.0%	9%	?
Cc1cccnc1NC(=S)NC(=O)c1oc2ccccc2c1C	2%	4%	1.9%	-5%	1%
COc1ccc(CN2CCNC(=O)C2CC(=O)NCC2CCOCC2)cc1C (stereo not drawn)	·	·	0.9%	-9%	·
CC(=O)Nc1cccc(C(=O)/C=C/c2ccc(C)cc2)c1	-4%	?	11%	-1%	?
Cc1ccc(NC(=O)CSc2nc(N)cc(N)n2)cc1S(=O)(=O)N1CCOCC1	3%	1%	0.5%	-9%	11%
CSCCC(NC(=O)c1ccccc1)C(=O)NNC(=O)c1ccccc1 (stereo not drawn)	·	-12%	0.9%	-1%	1%
CC12CCC(=O)N1C(C(=O)Nc1nc3ccc(Cl)cc3s1)CS2 (stereo not drawn)	10%	?	6.5%	8%	51%
Cc1ccc(C(=O)c2cc([N+](=O)[O-])ccc2N2CCOCC2)cc1	·	·	6.8%	-5%	·
COC(=O)c1ccc(NC(=O)CCN2CCN(CCC(=O)Nc3ccc(C(=O)OC)cc3)CC2)cc1	8%	-5%	i	2%	10%
O=S(=O)(c1ccccc1)N1CCN2CCCC2C1 (stereo not drawn)	-2%	-3%	0.6%	-26%	-13%
COC(=O)C1=C(C)NC(=O)NC1c1ccc(OCC(=O)N2CCCCC2)cc1 (stereo not drawn)	-9%	-3%	0.1%	1%	6%
N#CC1=C(N)n2c(s/c(=C\c3ccco3)c2=O)=C(C#N)C1c1ccco1 (stereo not drawn)	-2%	-6%	2.1%	4%	-10%
CCOC(=O)Cc1csc(SCC(=O)NC(C)C23CC4CC(CC(C4)C2)C3)n1 (stereo not drawn)	1%	2%	i	-7%	21%
CCOC(=O)c1cc2n(c1/N=C/N(C)C)-c1ccccc1C2=O	-4%	4%	0.7%	0%	9%
O=[N+]([O-])c1ccc(S(=O)(=O)N(CCCN2CCOCC2)Cc2cccs2)cc1	6%	4%	i	-5%	5%
CCCCn1c(N)c(N(CC(C)C)C(=O)Cc2ccc3c(c2)OCCO3)c(=O)[nH]c1=O	-7%	-4%	2.2%	-2%	-8%
COc1ccc(-c2nnn(CC(=O)N(CCN3CCOCC3)C(C(=O)NC3CCCCC3)c3ccco3)n2)cc1 (stereo not drawn)	3%	-1%	0.9%	11%	8%
COC(=O)c1c(C)[nH]c(C(=O)COC(=O)Cn2cc(C(F)(F)F)ccc2=O)c1C	·	·	2.2%	8%	·
COc1cccc(OC)c1C(=O)Nc1nc(COc2ccccc2)cs1	-7%	2%	1.7%	3%	-14%
Nc1nonc1N/N=C\c1ccccc1	6%	6%	4.3%	-19%	-8%
O=C(CSc1nc(Cc2ccccc2)nc2ccccc12)Nc1nc2c(s1)CCCC2	0%	-3%	0.1%	4%	29%
COc1ccc(C(=O)Nc2cccc(/C(C)=N/NC(=O)c3ccc([N+](=O)[O-])cc3)c2)cc1OC	1%	-8%	i	14%	-10%
Cn1nc(C(=O)NCc2ccc(F)cc2)c2ccccc2c1=O	0%	-9%	i	-6%	19%
Cn1cc(/C=C(\NC(=O)c2ccccc2Cl)C(=O)NCCN2CCOCC2)c2ccccc21	-2%	-3%	i	4%	4%
CCc1nc2ccccc2nc1N1CCN(S(=O)(=O)c2c(C)cc(Cl)cc2C)CC1	6%	-11%	i	·	-5%
Cc1cc(C)nc(N2CCCC(C(=O)NC3CC3)C2)n1 (stereo not drawn)	9%	4%	1.3%	7%	12%
COc1nnc(-c2ccc(C)c(S(=O)(=O)NC(C)(C)CO)c2)c2ccccc12	-4%	-6%	0.6%	19%	4%
Cc1nc(-c2ccccc2)sc1-c1nc(-c2ccncc2)ncc1S(=O)(=O)c1ccccc1	8%	2%	3.1%	0%	10%
CCCn1nnc(NC(=O)COc2ccc(CC)cc2)n1	-1%	30µM*	2.2%	-3%	i
COc1ccc(CC(=O)N2N=C(C)CC2(O)C(F)(F)F)cc1OC (stereo not drawn)	6%	5%	0.4%	-6%	45%
Cc1ccc(C(=O)N/C(=C\c2cccc([N+](=O)[O-])c2)C(=O)NC(Cc2ccccc2)C(=O)O)cc1 (stereo not drawn)	-11%	3%	0.6%	-4%	4%
OC(CNCC1CCCO1)Cn1c2ccccc2c2ccccc21 (stereo not drawn)	14%	4%	i	-2%	25%
CCCn1c(SCc2ccc(Cl)cc2)nc2c1c(=O)[nH]c(=O)n2C	25%	-4%	4.1%	-19%	49%
COc1ccc(OC)c(C(O)c2nc3ccccc3n2C(C)C)c1 (stereo not drawn)	9%	-1%	0.3%	17%	-9%
COc1cc(C)nc(N(Cc2ccccc2)S(=O)(=O)c2ccccc2)n1	9%	2%	4.8%	3%	27%
O=C(O)CCn1[nH]c(=O)c2ccccc2c1=O	-6%	6%	0.7%	0%	-5%
O=C1CC(N(O)c2ccccc2)C(=O)N1Cc1ccccc1 (stereo not drawn)	5%	-1%	i	-4%	28%
O=C(c1ccc(-c2ccccc2)cc1)C1CCCN(Cc2ccn[nH]2)C1 (stereo not drawn)	-3%	-2%	0.9%	-1%	59%
CC1CN(C(=O)/C=C/c2ccc([N+](=O)[O-])s2)CC(C)O1 (stereo not drawn)	-23%	?	i	8%	79%
N#CCCN(Cc1cccnc1)C(=S)Nc1ccc(OC(F)F)cc1	-24%	5%	i	-8%	9%
CCC(CC)C(=O)Nc1ccc(Cl)c(Cl)c1	-9%	7%	0.7%	9%	-14%
CN(C)c1ccc(/C=C/C=N/Nc2nc(N3CCOCC3)nc(N3CCOCC3)n2)cc1	-2%	-1%	13%	-1%	28%
The results go on.
SMILES	PhoP GFP inhibition	M. tuberculosis HTS	VEEV TC-83 Vero	influenza NS1A	M. tuberculosis	others
CCOC(=O)C1=C(C)NC(SCC(=O)O)=C(C#N)C1c1ccco1 (stereo not drawn)	3%	6%	1.1%	5%	32%
COc1ccccc1NC(=O)COC(=O)c1ccc2c(c1)nc(C)n2-c1ccccc1	-5%	-9%	7.3%	-6%	1%
c1ccc(C2c3[nH]c4ccccc4c3CCN2Cc2cccn2-c2cccnc2)nc1 (stereo not drawn)	11%	41%	6.3%	9%	18%
Nc1cc(=O)[nH]c(=O)n1CCCc1ccccc1	0%	6%	2.0%	-26%	-45%
COc1ccc(NC(=O)c2cc(S(=O)(=O)N3CCCCC3)c[nH]2)cc1	-9%	-4%	1.8%	-6%	-12%
Cc1ccccc1NC(=O)C1CCCN(C(=O)NCc2ccccc2)C1 (stereo not drawn)	0%	-6%	1.6%	-1%	-4%
CN(C)CCCN=Cc1c(O)n(CCc2ccc(F)cc2)c(=O)[nH]c1=O	5%	3%	7.7%	2%	-1%
Cc1nn(C)c(Cl)c1C(=O)NC(C(=O)O)c1ccccc1 (stereo not drawn)	-13%	-2%	i	-17%	-2%
C=C(C)CSc1nnc([C@@H]2CCCN2)o1	-7%	0%	2.4%	-3%	-7%
COc1ccc(CCNC(=O)Cn2c(=O)n(-c3ccc(C)c(F)c3)c(=O)c3sccc32)cc1OC	21%	3%	1.4%	0%	14%

Four structures from above, ordered by length of the SMILES, falling:
SMILES	PhoP GFP inhibition	M. tuberculosis HTS	VEEV TC-83 Vero	influenza NS1A	M. tuberculosis	others
COc1ccc(NC(=O)c2cc(S(=O)(=O)N3CCCCC3)c[nH]2)cc1	-9%	-4%	1.8%	-6%	-12%
CN(C)CCCN=Cc1c(O)n(CCc2ccc(F)cc2)c(=O)[nH]c1=O	5%	3%	7.7%	2%	-1%
Cc1ccccc1NC(=O)C1CCCN(C(=O)NCc2ccccc2)C1 (stereo not drawn)	0%	-6%	1.6%	-1%	-4%
C=C(C)CSc1nnc([C@@H]2CCCN2)o1	-7%	0%	2.4%	-3%	-7%

More records:
SMILES	PhoP GFP inhibition	M. tuberculosis HTS	VEEV TC-83 Vero	influenza NS1A	M. tuberculosis	others
C=CCC[C@@H](Cc1ccc(F)cc1)C(=O)OCCNC(=O)[C@@H](CC=C)CC(=O)N[C@@H](CO)Cc1ccccc1	·	-4%	i	18%	25%
CC(C)=CCN1CCN(Cc2cccc3c2OCO3)CC1CCO (stereo not drawn)	-1%	10%	1.2%	5%	24%
COc1ccc(/C=N/NC(=O)Nc2cccc3nsnc23)cc1	-4%	-4%	0.3%	-3%	-6%
C/C(=N\N=C1\NC(=O)CC(C(=O)O)S1)c1ccc(F)cc1 (stereo not drawn)	-8%	1%	1.5%	-3%	-9%
CC(=O)Nc1c(I)c(NC(C)=O)c(I)c(C(=O)O)c1I	-3%&-10%&-25%	2%&-2%&0%	i	1%&2%	-2%&-4%&0%
CC(C)C(NC(=O)c1ccc(Cl)cc1)C(=O)NCC1CCCO1 (stereo not drawn)	35%	2%	0.8%	3%	-2%
CCOC(=S)SCC(=O)Nc1nc(-c2ccc(Br)cc2)cs1	-9%	11%	5.6%	-3%	66%
CS(=O)(=O)c1ccc(Sc2nc3ccccc3s2)c([N+](=O)[O-])c1	-11%	?	13%	1%	65%
CS(=O)(=O)N1CCN(C2CCN(Cc3ccccc3)CC2)CC1	2%	-8%	2.3%	-2%	-1%	VEEV TC-83 Vero 10K pilot screen=0.4
CCCCN(C(=O)c1cc(Cl)nc2ccccc12)c1c(N)n(Cc2ccccc2)c(=O)[nH]c1=O	6%	6%	7.3%	-10%	6%
O=C1CCC(=O)N1c1ccc(S(=O)(=O)Nc2cccc(Br)c2)cc1	12%	0%	1.4%	12%	4%
CCOC(=O)Nc1cccc(Nc2ccccc2)c1	-13%	-21%	i	-3%	38%
COc1ccc(N(CC(=O)N2CCOCC2)S(=O)(=O)c2ccccc2)cc1Cl	-15%	-1%	0.2%	-3%	-4%
O=C(Cn1c(NCCO)nc2ccccc21)c1ccc([N+](=O)[O-])cc1	3%	2%	i	-12%	-16%
COc1ccc(NC(=O)c2ccc(Cc3ccc(C)cc3)o2)cc1	13%	1%	5.0%	1%	78%
CC(Sc1nnc(-c2ccccc2F)n1N)C(=O)NCC1CCCO1 (stereo not drawn)	-2%	-4%	0.7%	-4%	-10%
Cc1ccc(C2=NC3(CCCCC3)N=C2SCC(=O)Nc2ccc3c(c2)OCCO3)cc1	9%	-1%	4.1%	1%	28%
Cc1ccc2nsnc2c1NC(=O)COc1ccccc1	9%	-7%	0.2%	8%	8%
CCC(C)NC(=O)C(Cc1ccccc1)n1cccc1 (stereo not drawn)	-1%	-3%	1.1%	7%	-17%	VEEV TC-83 Vero 10K pilot screen=0.8
C=CCn1cnc2scc(-c3ccc(C)cc3)c2c1=O	2%	-9%	i	3%	9%	VEEV TC-83 Vero 10K pilot screen=4.6
Cc1cc(OC(C)C(=O)NCc2ccccn2)c2c(C)cc(=O)oc2c1 (stereo not drawn)	-9%	-4%	i	2%	-10%

Source: PubChem
